# FN deposit inh: fibronectin deposition inhibition. AH1F fibroblasts, Alexa488-fibronectin deposition fluorescence, overnight. inhibition, % at 12.6 µM. actives 0.086% (n = 350,000);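 active = mean inhibition across replicates of 30% or more, regardless of how many single replicates reach that level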;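 also: positive control wells lacked labelled fibronectin entirely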
#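 test system = AH1F fibroblasts assembling fluorescent fibronectin matrix | quantity = 10000 AH1F cells per well | buffer or medium = DMEM plus 2% serum, read in PBS | doses = single dose, pinned | incubation = 1 h cell attachment, overnight exposure to compound and label | detection = fluorescence at 485 nm excitation, 525 nm emission | read-out basis = inhibition from reduced deposited-fibronectin fluorescence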
# LGR2 antag: Drosophila LGR2 receptor signaling inhibition; inhibition, % at 9.99 µM; HEK293 LGR2, CRE-luciferase, bursicon-stimulated, 4 h; actives 0.35% (n = 380,000); AID 720647;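 active = drop in luminescence signal, shown as inhibition above about 50% in the replicate tests, limit read from the data, passing the limit was not always enough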;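 also: agonist challenge used bursicon conditioned medium at about half maximal strength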
# SIRT5 block: inhibitors of human sirtuin-5 desuccinylase | actives 1.1% (n = 330,000) | AID 652115 | inhibition, % at 15 µM | Purified SirT5, succinyl-peptide AMC, trypsin-coupled fluorescence; in the data active = inhibition above about 15%
# Target sequence (Q9NXA8 whole entry, looked up): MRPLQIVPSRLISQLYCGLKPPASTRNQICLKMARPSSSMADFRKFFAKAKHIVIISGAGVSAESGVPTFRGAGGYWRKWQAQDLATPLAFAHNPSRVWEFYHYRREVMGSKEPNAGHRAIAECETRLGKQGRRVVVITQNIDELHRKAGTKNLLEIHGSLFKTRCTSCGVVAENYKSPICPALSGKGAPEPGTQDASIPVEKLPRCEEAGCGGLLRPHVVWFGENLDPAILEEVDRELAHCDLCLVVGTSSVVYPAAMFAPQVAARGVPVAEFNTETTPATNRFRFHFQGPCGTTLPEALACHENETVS
# C2C12 statin: suppressors of simvastatin-induced myotoxicity in C2C12 myotubes; ATP luminescence, 48 h; scaled: DMSO 0, geranylgeraniol control 100; rescue of ATP level, % at 7.49 µM; actives 0.78% (n = 330,000); AID 602340;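 active = mean ATP rescue above about 67%, or every replicate alone reaching that limit, limit read from the data, passing the limit was not always enough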;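 also: myotubes were challenged with 10 µM simvastatin during compound exposure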
# esBAF inh: inhibitors of esBAF chromatin remodeling in mouse ES cells; Bmi1-luciferase knock-in reporter, 24 h; 100% = twice the neutral-well signal; reporter increase, % at 12.5 µM; actives 2% (n = 350,000); AID 602393; in the data active = activation above about 40%;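 also: 0% = median of the plate's neutral control wells and 100% = double that signal; a rise in the Bmi1 reporter signal indicates esBAF inhibition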
# S100A4 MyoIIA: S100A4-myosin IIA interaction inhibition; S100A4/TAMRA-MyoIIA peptide fluorescence polarization; AID 652163; P26447; actives 0.14% (n = 360,000); inhibition, % at 10.7 µM;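 active = mean inhibition of at least 70% across replicates, with every replicate also reaching that level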
# Target sequence (P26447 whole entry, looked up): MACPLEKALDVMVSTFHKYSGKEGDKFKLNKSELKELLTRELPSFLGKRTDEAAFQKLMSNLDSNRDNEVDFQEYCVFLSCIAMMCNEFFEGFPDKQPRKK
#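 Compound dosing: one dose per compound; test system: human S100A4 monomer with TAMRA-labelled myosin IIA peptide; probe or stimulus: TAMRA-labelled myosin IIA heavy-chain peptide probe, 5 nM; medium: HEPES buffer with Ca2+, pH 7.2; schedule: 5 min incubation before reading; benchmarks: neutral control DMSO, positive control TFP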
# CASP6 VEID inh: blocks human caspase-6 cleavage activity. purified caspase-6, Z-VEID-R110 cleavage fluorescence. inhibition, % at 12.5 µM. actives 0.53% (n = 350,000). AID 686996;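 active = mean inhibition across replicates at least about 35%, with every replicate also reaching that limit, limit read from the data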;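 also: 0% = median of neutral control wells and 100% = no fluorescence left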
# Target sequence (P55212 24-179 limits assumed): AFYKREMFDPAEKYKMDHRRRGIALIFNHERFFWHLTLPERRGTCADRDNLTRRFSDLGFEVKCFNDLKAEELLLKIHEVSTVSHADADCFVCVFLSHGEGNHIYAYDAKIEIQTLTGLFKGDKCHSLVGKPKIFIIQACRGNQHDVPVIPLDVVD
# Target sequence (P55212 194-293 limits assumed): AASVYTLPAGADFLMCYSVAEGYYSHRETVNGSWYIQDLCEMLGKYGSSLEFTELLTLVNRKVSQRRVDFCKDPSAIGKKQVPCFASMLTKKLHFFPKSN
# Starred values were filed as active, the others as inactive; · = not tested or not shown.
SMILES,FN deposit inh,LGR2 antag,SIRT5 block,C2C12 statin,esBAF inh,S100A4 MyoIIA,CASP6 VEID inh
C/C(=N\OCC(=O)Nc1ccc(Br)cc1)c1cccs1,0,-6,-1,·,·,0,1
OCCN1CCN(CCOc2ccccc2-c2ccccc2)CC1,11,21,1,9,-4,0,-1
O=c1cc(N2CCOCC2)[nH]c(=O)n1-c1ccc(Br)cc1,-2,6,-1,-3,-2,-19,-2
CN(C(=O)CSc1nnc(-c2ccccc2)n1C)C1CCS(=O)(=O)C1 (configuration not stated),·,21,·,·,·,1,-5
CCOc1ccc(OCC(O)CN2CCN(S(=O)(=O)c3cccc(C(F)(F)F)c3)CC2)cc1 (configuration not stated),-3,-13,-5,13,1,-4,-2
COc1ccc(NC(=O)N2CCCC2C(=O)NC23CC4CC(CC(C4)C2)C3)cc1 (configuration not stated),4,-9,0,-4,-2,5,3
CC(C)(C)OC(=O)C[C@@H]1C/C=C\C[C@H](CC(=O)NCCO)C(=O)NC[C@H](c2ccccc2)OC1=O,-3,18,·,-10,-8,-15,4
COc1cc(C(=O)NC(=S)Nc2ccc(Cl)cn2)cc(OC)c1OC,-5,2,-2,8,2,-7,0
CCN(CC)S(=O)(=O)c1cccc(NC(=O)COC(=O)c2cccs2)c1,3,19,-2,14,-4,1,-2
Cc1cccc(C(=O)N/N=C/c2ccncc2)c1,-9,·,·,6,0,·,·
COc1ccc2c(c1[N+](=O)[O-])CCC/C2=N/OC(=O)c1ccccc1SC,·,-10,·,3,-7,·,·
Cc1ccc(C2CC2/C(=N/O)c2ccc(F)cc2)cc1 (configuration not stated),1,-3,0,9,-5,-19,7
COc1ccc(-c2ccc3c(c2)[C@@H]2[C@@H](CCN2S(=O)(=O)c2ccc(F)cc2)[C@@H](CO)N3C)cc1,-7,-3,8,·,·,-7,-1
COc1cccc(-c2sc3ccc(OC)cc3c2-c2cc(F)cc(OC)c2)c1,-7,-8,-4,11,-10,-2,1
CCOC(=O)C1=c2s/c(=C\c3ccncc3)c(=O)n2C(N)=C(C(=O)OC)C1c1ccncc1 (configuration not stated),-18,-11,0,·,·,-4,-4
COC(=O)/C=C1\OCc2cccc(C)c21,12,5,3,·,·,10,8
CCCn1c2ccccc2c2cnn(CC(=O)NCCCOC)c(=O)c21,10,-5,-4,1,-6,0,4
C/C=C/c1ccc2c(c1)O[C@H](CN(C)C(=O)CC)[C@@H](C)CN([C@H](C)CO)S2(=O)=O,·,-9,6,-8,2,-11,0
Cc1ccc(Oc2cnn(-c3ccccc3)c(=O)c2Br)cc1,-19,7,1,·,·,7,-1
Cc1csc(NC(=O)C2CCN(C(=O)c3ccccc3C)CC2)n1,·,8,1,·,·,-1,-1
C[C@H](CO)N1C[C@H](C)[C@H](CN(C)S(=O)(=O)c2cn(C)cn2)Oc2ccc(NC(=O)CCN3CCOCC3)cc2CC1=O,·,21,-2,18,0,-8,3
O=C(CC1CC1)N1CC[C@@H]2[C@H]1c1cc(-c3ccc(F)cc3)ccc1N[C@@H]2CO,-2,-13,·,-13,-9,·,·
CC(=O)c1ccc(N2CCN(C(=O)/C=C/c3ccc4ccccc4n3)CC2)cc1,-9,21,-1,·,·,0,-1
O=C(CN(C(=O)Cn1nnc(-c2ccc(F)cc2)n1)c1ccc(F)cc1)NC1CCCC1,0,1,0,6,5,-10,3
COc1cc(C2C(C#N)=C(N)OC3=C2C(=O)CC(C)(C)C3)c([N+](=O)[O-])cc1OC (configuration not stated),5,·,·,11,-4,·,·
CCc1ccc(/C=C/c2c[nH]c3ccccc23)[n+](CC)c1,-13,15,0,·,·,-2,-14
Cc1cc(C(=O)CSc2n[nH]c(N)n2)c(C)n1-c1cc(F)ccc1F,-2,·,·,-5,51*,·,·
CCOc1ccc(NC(=O)c2cccc(NC3=NC4CS(=O)(=O)CC4S3)c2)cc1 (configuration not stated),-2,28,0,2,1,-2,0
CCCCC(c1nc2ccccc2[nH]1)n1c(=O)c(-c2ccccc2)nc2cc(C)c(C)cc21 (configuration not stated),-16,0,·,-6,2,1,-1
Cc1ccc(-n2nc(C)c(/C=N/n3c(C)n[nH]c3=S)c2Cl)cc1,12,-38,0,·,·,6,-5
CCO[C@@H]1OC(C(=O)N2CCCCCCC2)=C[C@H](C)[C@H]1CCCO,·,·,-2,·,·,9,-2
COc1ccc(NC(=O)N(C)C[C@@H]2Oc3c(NC(=O)C4CC4)cccc3C(=O)N([C@@H](C)CO)C[C@H]2C)cc1,-21,7,-2,4,1,31,-1
Cc1ccc(C(=O)Nc2ccc(N3CCOCC3)cc2N2CCOCC2)cc1,·,-2,-5,-7,-3,-7,0
Cc1ccccc1NC(=O)Nc1ccc2c(c1)C(=O)N(C)[C@H]1CC[C@@H](CC(=O)NCC3CC3)O[C@@H]1CO2,-3,8,5,-8,0,13,2
CC(C)NC(=O)N(C)C[C@@H]1OCCCC[C@@H](C)Oc2ccc(NC(=O)CCCN(C)C)cc2C(=O)N([C@H](C)CO)C[C@@H]1C,·,·,0,·,·,18,-3
CC(Sc1ccccc1)C(=O)NNC(=O)c1ccncc1 (configuration not stated),0,-17,-1,·,·,-2,-1
CCC(=O)Nc1nnc(SCC(=O)Nc2ccc3c(c2)OCO3)s1,8,1,-1,4,9,1,2
CC1CC(C)CN(CCCNC(=O)C2CCN(S(=O)(=O)N3CCCCC3)CC2)C1 (configuration not stated),·,-4,1,8,-9,-3,-13
COc1ncccc1C(=O)N1CCC(n2nccc2NC(=O)CC(C)C)CC1,-1,0,-1,1,11,0,-1
CCCn1nnc(NC(=O)COc2cc(C)ccc2C(C)C)n1,2,·,·,1,0,·,·
COc1ccc(C(=O)N2CC(=O)Nc3ccccc32)cc1S(=O)(=O)N1CCCC1,5,21,2,·,·,-2,2
COc1ccccc1OCCCCNCCO,·,4,-1,25,13,-7,0
CCC1=Nc2cc(C(=O)NCCN3CCOCC3)ccc2Sc2ccccc21,4,11,4,1,3,-18,-7
CC(C)(C)OC(=O)N1CCN(C(c2ccnc3ccccc23)c2nnnn2-c2ccc3c(c2)OCCO3)CC1 (configuration not stated),4,-6,2,·,·,-3,1
C=CCN1C(=O)/C(=C\C(C)=C\c2ccccc2)SC1=S,1,-30,-1,-1,-6,3,-1
CCC(=O)N1C[C@@H]2[C@H](c3ccccc31)[C@H](CO)N2C(=O)Nc1ccccc1F,·,18,3,7,-3,10,-2
COc1cccc(NC(=O)CNC(=O)c2ccc([N+](=O)[O-])cc2)c1,11,-9,-4,·,·,0,0
COc1ccc(N2CCN(C(=O)Cn3c(=O)[nH]c4ccccc4c3=O)CC2)cc1,1,2,-2,·,·,1,-1
COC(=O)CNC(=O)C1Nc2ccccc2C2C=CCC12 (configuration not stated),2,·,·,0,-5,-2,9
COc1ccc(S(=O)(=O)N(CC(=O)NCC2CCCO2)Cc2ccccc2)cc1C (configuration not stated),8,5,-2,4,-5,0,-3
Cc1ccc(C(=O)OCC(=O)Nc2ccccc2Cl)c(O)c1,3,-9,-2,·,·,3,0
O=C(CN1CCC(NC(=O)C2CCCCC2)CC1)NCc1ccco1,1,-18,-3,·,·,-2,3
O=C(NC1CCCc2c1cnn2-c1ccc(F)cc1F)c1csnn1 (configuration not stated),4,-9,-3,-3,0,-5,-1
O=C(COc1ccc(Cl)cc1)NCc1n[nH]c(=O)c2ccccc12,·,6,-1,-12,-1,-2,-4
COc1ccc(-n2c(SCC(C)=O)nc3sc(C)c(C)c3c2=O)cc1,-3,-12,0,-8,7,1,-1
COc1ccc(-c2ccc([C@@H]3[C@H]4CN(C(=O)C5CCCC5)CC(=O)N4[C@H]3CO)cc2)cc1,-2,24,-3,·,·,-6,4
COc1ccc(CCN2CC(C(=O)Nc3cccc(C(C)=O)c3)CC2=O)cc1OC (configuration not stated),-11,29,5,4,-2,5,-2
COc1ccc([C@H]2/C=C\CN(C(=O)C3CC3)[C@@H](C)C(=O)N2Cc2ccc(F)cc2)cc1,8,-3,-2,1,-6,1,0
CCOC(=O)c1c(C)[nH]c(C)c1C(=O)COC(=O)c1nn(CC)c(=O)c2ccccc12,-6,-6,·,4,-1,2,3
CCOc1ccccc1OCC(=O)NNC(=S)NC1CCCCC1,-6,-18,-4,·,·,0,-3

# Arranged by length of the SMILES (largest number first): five of the compounds above
SMILES,FN deposit inh,LGR2 antag,SIRT5 block,C2C12 statin,esBAF inh,S100A4 MyoIIA,CASP6 VEID inh
COc1ccc(-c2ccc3c(c2)[C@@H]2[C@@H](CCN2S(=O)(=O)c2ccc(F)cc2)[C@@H](CO)N3C)cc1,-7,-3,8,·,·,-7,-1
O=C(CN1CCC(NC(=O)C2CCCCC2)CC1)NCc1ccco1,1,-18,-3,·,·,-2,3
Cc1ccc(Oc2cnn(-c3ccccc3)c(=O)c2Br)cc1,-19,7,1,·,·,7,-1
C/C(=N\OCC(=O)Nc1ccc(Br)cc1)c1cccs1,0,-6,-1,·,·,0,1
Cc1cccc(C(=O)N/N=C/c2ccncc2)c1,-9,·,·,6,0,·,·

# Filtered by structure, those above containing bromine (three)
SMILES,FN deposit inh,LGR2 antag,SIRT5 block,C2C12 statin,esBAF inh,S100A4 MyoIIA,CASP6 VEID inh
C/C(=N\OCC(=O)Nc1ccc(Br)cc1)c1cccs1,0,-6,-1,·,·,0,1
O=c1cc(N2CCOCC2)[nH]c(=O)n1-c1ccc(Br)cc1,-2,6,-1,-3,-2,-19,-2
Cc1ccc(Oc2cnn(-c3ccccc3)c(=O)c2Br)cc1,-19,7,1,·,·,7,-1

# Back to the main list, repeating the 2 entries before the break.
SMILES,FN deposit inh,LGR2 antag,SIRT5 block,C2C12 statin,esBAF inh,S100A4 MyoIIA,CASP6 VEID inh
CCOC(=O)c1c(C)[nH]c(C)c1C(=O)COC(=O)c1nn(CC)c(=O)c2ccccc12,-6,-6,·,4,-1,2,3
CCOc1ccccc1OCC(=O)NNC(=S)NC1CCCCC1,-6,-18,-4,·,·,0,-3
Cc1ccc(C(=O)NC(C)CCc2ccccc2)cc1S(=O)(=O)N1CCOCC1 (configuration not stated),3,17,-2,-4,12,0,4
O=C(c1cccnc1)N1CC(=O)N2[C@@H](CO)[C@@H](c3ccc(/C=C/c4ccccc4)cc3)[C@@H]2C1,·,2,2,·,·,-26,-2
N#C[C@@H]1[C@H](c2ccc(C#CCC3CCCC3)cc2)[C@@H](CO)N1C(=O)c1ccccn1,4,-13,1,-10,-7,17,2
O=C(OCc1nnc(-c2ccccc2)o1)c1ccc2c(c1)OCO2,·,10,·,-4,-2,·,·
O=C(C[C@H]1CC[C@H]2[C@@H](COC[C@H](O)CN2S(=O)(=O)c2ccc(F)cc2)O1)NCc1ccc(Cl)c(Cl)c1,-3,-19,-1,-10,-3,0,0
CO[C@@H](CN(C)Cc1nccs1)[C@@H](C)CN([C@@H](C)CO)S(=O)(=O)c1ccc(C)cc1,-8,2,1,3,-3,4,-1

# From PubChem

# This is a subset; count on the stated rates, not on these rows.
